ATXN viability: viability counter-screen for ATXN expression inhibitors; S2 cells (HEK-293 line with an ATXN2-luciferase reporter) viability, CellTiter-Fluor protease fluorescence, 24 h; Potency, µM (top dose mostly 56.7 µM), actives largely listed as cytotoxic; 0.49% of 400,000 active; AID 651635; note: potency is the fitted concentration of half-maximal effect; nearly all actives have a fitted effect of over 40% in size
pAkt inh: inhibitors of Akt phosphorylation | Neuro2A IGF-stimulated pAkt S473 HTRF, 20 min; stronger effect = lower value | activity change, % for hits at 50 µM | 0.32% of 360,000 active | AID 651550; in the data active = activity change below about -80%; inconclusive = mostly about -51% to -80%; note: % is set by controls: 0 for no effect and ±100 for the full control effect
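Neuro2A cells (4,500/well, DMEM with 0.5% FBS) were treated with compound at a single 50 µM final concentration, stimulated with 6 nM IGF for 20 min at 37 °C, and lysed. Phospho-Akt Ser473 was read by HTRF as 665/615 ratio ×10^4.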
Nrf2 activator: activates Nrf2 signaling. AREc32 ARE-luciferase reporter (MCF7-derived line), luminescence, 24 h. Potency, µM (highest dose often 46.1 µM), inactives show top-dose activation, most hits filed as activators. 0.31% of 410,000 active. AID 624171; note: potency is the fitted concentration of half-maximal effect; % of control where 0% means no effect; nearly all actives have a fitted effect of over 65% in size
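Reporter line AREc32 (ARE-Fluc), seeded overnight in OPTI-MEM with 5% FBS; compound pin-transferred, 24 hr at 37 deg C, 5% CO2; luminescent read-out.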
HepG2 tox: HepG2 cytotoxicity, counter-screen for TGF-b inhibitors. 0.76% of 410,000 active. Potency, µM (top dose mostly 46.1 µM), for the others: at the highest dose activity change, negative = cytotoxicity, usual class: cytotoxic. HepG2 CAGA-GFP viability, ATP luminescence, 18 h; note: potency is the fitted concentration of half-maximal effect; some results filed as inactive show a strong effect at the top dose
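HepG2 CAGA-GFP cells (1000/well, DMEM with 1% FBS) received compound, then TGF-beta at 500 pg/mL final, and were incubated 18 hours at 37 degrees C. Viability was read by CellTiter-Glo luminescence. Media-only wells were set as complete cell-killing and DMSO as no toxicity.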
CCT modulator: modulators of cytosolic chaperonin (CCT/TRiC) activity; purified chaperonin ATPase assay, HTRF ADP detection, 30 min; activity change, % (test concentration not listed), hits read low; 0.3% of 360,000 active; in the data active = activity change below about -30%; note: % is set by controls: 0 for no effect and ±100 for the full control effect
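Nucleotide hydrolysis assay: TRiC at 20–40 nM final (set by batch activity) with 10 uM ATP, 30 min at 37 °C, in presence of 76 uM compound. Detection by competitive ADP HTRF, 30 min ambient.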
Nrf2 block: Nrf2 pathway inhibition; A549 ARE-Fluc reporter, luciferase luminescence, 18-24 h; Potency, µM (series often up to 46 µM), without a hit: at the top dose activity change, negative = inhibition, actives largely listed as inhibitors; 2.1% of 360,000 active; AID 504444; note: potency is the fitted concentration of half-maximal effect; % is set by controls: 0 for no effect and ±100 for the full control effect; nearly all actives have a fitted effect of over 60% in size
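A549 ARE_Fluc cells (5000/well, 5% FBS OPTI-MEM) pre-incubated 2 h, then treated with compounds 18-24 h at 37C/5% CO2 in concentration-response. CellTiter-Fluor viability read first; BugLite luciferase luminescence after 15 min at room temperature gives Nrf2 activity.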
MmCpn inh: blocks the Methanococcus maripaludis chaperonin Mm-Cpn. Potency, µM (series often up to 76.9 µM), for inactives: top-dose activity, negative = inhibition, usual class: inhibitors. purified Mm-Cpn ATPase, ADP Transcreener TR-FRET. 0.031% of 330,000 active; note: potency is the fitted concentration of half-maximal effect; % is set by controls: 0 for no effect and ±100 for the full control effect; nearly all actives have a fitted effect of over 80% in size
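Measured: ADP formation by purified Mm-CPN. Conditions: 25 nM protein, 10 uM ATP, Tris pH 7.4 with Mg2+, K+ and DTT, 37°C for 30 min. Detection: Transcreener HTRF after 30 min at room temperature.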
A549 viability: counter-screen for Nrf2 inhibitors: cytotoxicity in A549 cells. AID 504648. Potency, µM (top dose mostly 46 µM), inactives show top-dose activity change, negative = cytotoxicity, actives largely listed as inhibitors. 0.16% of 390,000 active. A549 ARE-Fluc cells, CellTiter-Fluor viability, 18-24 h; note: potency is the fitted concentration of half-maximal effect; % is set by controls: 0 for no effect and ±100 for the full control effect
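A549 ARE-Fluc cells in 5% FBS OPTI-MEM, 5000 cells/well, rested 2 h then exposed to compounds in concentration-response for 18-24 h at 37 °C. Viability by CellTiter-Fluor fluorescence (Ex 405/Em 525) after 30 min; luciferase luminescence (BugLite, 15 min, RT) read afterwards.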
TGFb inhibitor: TGF-b pathway inhibition; HepG2 CAGA-GFP TGF-b/SMAD3 reporter, GFP fluorescence, 18 h; TGF-beta stimulated, 500 pg/mL final; 1.2% of 410,000 active; Potency, µM (titrated, usually from 46.1 µM), for the others: at the highest dose activity, negative = inhibition, hits mostly inhibitors; AID 588855; note: potency is the fitted concentration of half-maximal effect; % is set by controls: 0 for no effect and ±100 for the full control effect; nearly all actives have a fitted effect of over 65% in size
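First, reporter cells (HEPG2 CAGA-GFP) rested 2 h at 37 degrees C. Next, compounds were pinned in and TGF-beta added to 500 pg/mL final. After 18 h, GFP was imaged per cell and summed per well.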
* marks the source's active call; other numbers are inactive results; i = inactive; ? = inconclusive; . = no result given; & = joins results of further samples. Unless noted, calls come from the whole dose curve; as a rule, active = well fitted curve in the direction sought with a large enough effect; inconclusive = small, poorly fitted or top-dose-only effect, or another doubt; inactive = no such curve, though single readings can be large; an effect the other way counts as inactive or inconclusive.

SMILES	ATXN viability	pAkt inh	Nrf2 activator	HepG2 tox	CCT modulator	Nrf2 block	MmCpn inh	A549 viability	TGFb inhibitor
O=C(CCSc1nc(-c2ccco2)cc(C(F)(F)F)n1)N1CCCc2ccccc21	i	i	28%	-2%	-0.3	?	-6%	-12%	?
O=C(N/C(=C\c1ccc(Br)cc1)C(=O)N1CCOCC1)c1ccccc1Cl	i	i	2.2%	-4%	-3.6	12%	-1%	2%	-3%
FC(F)(F)c1ccc(Cl)c(Nc2nnc(-c3ccncc3)s2)c1	i	i	-0.2%	-12%	1.4	.	.	.	4%
COc1ccc(S(=O)(=O)Nc2ccc3c(c2)C(=O)N([C@H](C)CO)C[C@H](C)[C@@H](CN(C)C(=O)Nc2ccc(F)cc2)OCCCC[C@H](C)O3)cc1	i	i	0.1%	-21%	0.4	.	.	.	-3%
C=CCNC(=S)NCCCCC1NC(=S)N(CC=C)C1=O (configuration not stated)	i	i	0.4%	8%	-6.3	20%	-1%	1%	?
CCN(CC)S(=O)(=O)c1ccc(Cl)c(NC(=O)COc2ccc3c(C)cc(=O)oc3c2)c1	?	i	-0.7%	-2%	-1.9	19%	2%	2%	-4%
COCCN(C(=O)CCC(=O)Nc1cc(C)on1)C(C(=O)NC1CCCC1)c1ccccc1C (configuration not stated)	i	i	-0.7%	6%	1.1	7%	1%	0%	1%
COc1ccc(NC(=O)c2sccc2-n2cccc2)cc1	i	i	?	10%	-2.5	-17%	-16%	-1%	-4%
CC1CCC(C(C)C)C(OC(=O)CSc2nc(N)cc(=O)[nH]2)C1 (configuration not stated)	i	i	-0.8%	-25%	-2.0	-16%	0%	-16%	-12%
CC(NCc1cccnc1)c1ccccc1 (configuration not stated)	i	i	-0.2%	-9%	0.6	2%	-2%	8%	0%
CCN1C(=O)c2cccc3c(S(=O)(=O)Nc4c(C)n(C)n(-c5ccccc5)c4=O)ccc1c23	i	i	-0.4%	-17%	-1.8	7%	-1%	-1%	0%
O=C(c1nn2c(C(F)(F)F)cc(-c3ccccc3)nc2c1Cl)N1CCOCC1	i	i	4.6%	-18%	-0.2	8%	-5%	-11%	-6%
O=C(NC1CCN(Cc2ccccc2)CC1)c1cccc(S(=O)(=O)Nc2ccc(Br)cc2)c1	?	i	4.2%	-41%	-1.9	?	-1%	-16%	?
COC(=O)CC1(C(=O)OC)Oc2ccccc2C(=O)N1c1ccc(F)cc1F (configuration not stated)	i	i	0.3%	1%	1.4	0%	.	0%	-2%
Cc1ccn2cc(CNS(=O)(=O)c3cccs3)nc2c1	i	i	2.8%	-8%	-0.1	?	1%	-6%	8%
COc1ccc(NC(=O)CCCn2nc(C)c3c(C)n(-c4ccccc4)nc3c2=O)cc1	i	i	-0.4%	0%	-0.9	3%	-1%	-7%	-1%
COc1ccc(NC(=O)CSc2nnnn2-c2ccc(OC)cc2)cc1	i	i	-0.4%	-4%	0.1	-26%	-2%	1%	15%
O=C(NCCN1CCOCC1)C1(C(F)(F)F)C/C(=C\CCO)CCCO1 (configuration not stated)	.	.	.	-17%	.	9%	.	-1%	3%
CC1(C(=O)Nc2ccccc2F)CCN1C(=O)Cc1ccc(-c2ccccc2)cc1 (configuration not stated)	i	.	1.2%	-14%	0.2	.	.	.	-19%
O=c1nc(Nc2ccccc2)oc2ccccc12	i	i	9.7%	-133%	1.9	?	-1%	6%	0%
C[C@@H]1CN([C@H](C)CO)S(=O)(=O)c2ccc(Br)cc2O[C@H]1CN(C)C(=O)Nc1ccc(F)cc1	?	i	3.7%	-4%	0.9	.	.	.	1%
CCN(CC)CCC(=O)N1c2ccccc2Sc2ccc(NC(=O)OC)cc21	i	i	?	10%	1.3	9%	0%	-2%	?
O=C(OCCCc1cc2ccccc2c(=O)o1)c1ccco1	i	i	-0.6%	3%	-1.5	7%	1%	4%	5%
Cc1nc(-c2ccccn2)nc(SCC(=O)N2CCOCC2)c1Cl	i	i	3.9%	-13%	-1.9	-7%	4%	3%	-18%
COc1cc(OC)c(NC(=O)C2CCN(S(=O)(=O)c3c(C)noc3/C=C/c3c(C)cc(C)cc3C)CC2)cc1Cl	.	.	-1.2%	10%	.	.	.	15%	6%
CCn1c(SCC(=O)N2CCc3ccccc32)nc2c(c1=O)SC(C)C2 (configuration not stated)	i	i	-0.3%	-8%	-25	1%	1%	0%	-1%
COc1ccc(/C=C(/NC(=O)c2ccco2)C(=O)Nc2cccc(C(=O)O)c2)cc1	i	i	0.3%	-3%	-4.6	4%	0%	1%	-11%
Cc1cccc(S(=O)(=O)N(C)C[C@@H]2OCc3cnnn3CCCC(=O)N([C@@H](C)CO)C[C@@H]2C)c1	i	i	0.2%	0%	0.4	.	.	.	2%
Cc1cccc2cc(CN(CCCO)C(=O)Nc3ccc(Cl)cc3)c(=O)[nH]c12	i	i	4.7%	-16%	-0.6	?	1%	-7%	?
COc1cc(C(=O)Nc2cccc(-c3nncn3C)c2)cc(OC)c1OC	i	i	7.3%	-14%	-8.9	5%	-5%	0%	2%
C=CCN(C(=O)Nc1ccc(Cl)cc1)C1CC(=O)N(c2ccc(OC)cc2)C1=O (configuration not stated)	i	i	0.2%	-14%	-1.7	.	-1%	-2%	24%
Cc1cc(NS(=O)(=O)c2ccc(NC(=O)COc3ccccc3C(C)(C)C)cc2)no1	i	i	0.4%	-28%	-0.3	-20%	-1%	-6%	-12%
O=C(c1ccccc1)N(CCCl)C(=O)N(CCCl)C(=O)c1ccccc1	i	i	-0.6%	-21%	-1.4	.	.	.	-4%
CSC1=C(C#N)C(C)C2=C(CC(C)(C)CC2=O)N1 (configuration not stated)	i	i	0.3%	-8%	-3.2	.	-2%	-3%	-3%
COc1ccc(-c2cc(NC(C)=O)c3ncc(-c4cccc(C(C)=O)c4)n3c2)cc1OC	?	i	12%	-3%	0.9	.	.	.	-9%
Cc1ccccc1CC(=O)OCC(=O)Nc1ccc(C)c(S(=O)(=O)N2CCCCC2)c1	i	i	-0.7%	-15%	-4.2	4%	-1%	7%	-10%
Cc1nnc(N2CCC(C(=O)NC3CCC(C)CC3)CC2)c2nn(-c3ccc(Cl)cc3)c(C)c12 (configuration not stated)	i	.	-0.1%&-0.2%	-27%&2%	0.5	-7%&26%	-3%	?	?
COc1ccc(Cl)cc1NC(=O)c1sc2nc(-c3ccc(OC)c(OC)c3)ccc2c1N	i	.	6.6%	-9%	.	-14%	.	-16%	22%
Cc1n[nH]c(=O)nc1NCCc1ccccc1	.	.	0.0%	4%	0.9	6%	-4%	-4%	-9%
CCC(C)C(NC(N)=O)C(=O)Nc1ccc(OCc2ccccc2)cc1 (configuration not stated)	i	i	0.1%	-12%	-1.0	4%	2%	10%	-23%

Another view of 4 compounds above.
Fields – ATXN viability	pAkt inh	Nrf2 activator	HepG2 tox	CCT modulator	Nrf2 block	MmCpn inh	A549 viability	TGFb inhibitor
> C=CCNC(=S)NCCCCC1NC(=S)N(CC=C)C1=O (configuration not stated)
  i	i	0.4%	8%	-6.3	20%	-1%	1%	?
> CCn1c(SCC(=O)N2CCc3ccccc32)nc2c(c1=O)SC(C)C2 (configuration not stated)
  i	i	-0.3%	-8%	-25	1%	1%	0%	-1%
> COc1ccc(NC(=O)CSc2nnnn2-c2ccc(OC)cc2)cc1
  i	i	-0.4%	-4%	0.1	-26%	-2%	1%	15%
> Cc1nnc(N2CCC(C(=O)NC3CCC(C)CC3)CC2)c2nn(-c3ccc(Cl)cc3)c(C)c12 (configuration not stated)
  i	.	-0.1%&-0.2%	-27%&2%	0.5	-7%&26%	-3%	?	?

(listing goes on)
SMILES	ATXN viability	pAkt inh	Nrf2 activator	HepG2 tox	CCT modulator	Nrf2 block	MmCpn inh	A549 viability	TGFb inhibitor
CCOc1ccccc1NC(=O)NC1(C(=O)NCC2CCCO2)CCCCC1 (configuration not stated)	i	i	-0.6%	-19%	1.2	-1%	2%	-2%	-22%
COc1cc(NS(=O)(=O)c2ccc(NC(=O)c3ccc(C)o3)cc2)nc(OC)n1	i	i	0.4%	-2%	0.1	-11%	1%	10%	-6%
CCCCC(=O)Nc1ccc(C(=O)N2CCCC(C(=O)OCC)C2)cc1 (configuration not stated)	i	i	0.1%	-7%	-0.7	11%	-2%	8%	-4%
COc1ccc(-n2c(SCC(N)=O)nc3c(oc4ccccc43)c2=O)cc1	?	.	0.3%	16%	.	14%	.	1%	-3%
O=[N+]([O-])c1ccc(/C=[N+](\[O-])CCO)o1	?	i	0.8%	-41%	-1.4	-11%	-15%	-13%	?
CC(C)c1ccc(NC(=O)CN2C(=O)NC(C)(C3CC3)C2=O)cc1 (configuration not stated)	i	i	1.2%	0%	0.8	4%	1%	-7%	-9%
CSc1nnc(CCNC(=O)OC(C)(C)C)o1	i	i	2.8%	32%	0.5	13%	4%	9%	-10%
COc1cccc(-n2nc(C(C)=O)c(=O)[nH]c2=O)c1	i	i	-0.5%	-1%	-0.3	5%	0%	-7%	-10%
COc1ccc(C2CC(c3ccccc3OC(C)=O)=NN2C(C)=O)cc1 (configuration not stated)	i	i	12%	-55%	-0.3	?	-1%	9%	-28%
CC(=O)c1ccc(NC(=O)COc2ccccc2-c2nc(C)no2)cc1	i	.	3.2%	-9%	.	?	.	-1%	-6%
Cc1c(C(=O)N2CCN(Cc3ccc4c(c3)OCO4)CC2)sc2ncnc(N3CCN(c4ccccc4)CC3)c12	i	i	-0.4%	-3%	1.4	1.2µM*	-8%	1%	?
CCOc1ccc2nc(SCC(=O)NCc3ccc(OC)c(OC)c3)[nH]c2c1	i	i	0.1%	-3%	-2.6	-14%	2%	1%	-1%
Cc1ccc(C)c(NS(=O)(=O)c2ccc3c(c2)NC(=O)CO3)c1	i	i	-0.1%	-10%	-0.6	-10%	2%	2%	1%

Compound activity: PubChem BioAssay, National Center for Advancing Translational Sciences (NCATS)
